Screening data: PubChem BioAssay, several laboratories
ZTA counter – counter-screen for EBNA-1 inhibitors: inhibitors of Epstein-Barr virus ZTA; P03206; ZTA-DNA binding, fluorescence polarization; inhibition, % at 11 µM; 320,000 tested, 0.15% active; AID 2234; in the data active = inhibition above about 33%
Target sequence (P03206 whole entry, looked up): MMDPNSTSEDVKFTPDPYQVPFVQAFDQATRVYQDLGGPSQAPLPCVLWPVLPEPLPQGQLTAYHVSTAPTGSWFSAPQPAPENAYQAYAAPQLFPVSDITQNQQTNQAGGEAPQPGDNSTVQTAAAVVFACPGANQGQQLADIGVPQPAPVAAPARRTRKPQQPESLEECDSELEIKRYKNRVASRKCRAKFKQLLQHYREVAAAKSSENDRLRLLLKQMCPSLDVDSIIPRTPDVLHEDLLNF
CTSL1 counter – cathepsin L1 inhibition, PFM18AAP counter-screen. recombinant F. hepatica cathepsin L1, Z-Leu-Arg-MCA fluorescence. inhibition, % at 5.96 µM. 300,000 tested, 0.49% active;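 active = inhibition above the mean of all tested compounds plus 3 SD, set per screening campaign, cut at about 17% in these data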;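 note: 0% = plate median of test compound wells and 100% = 1 µM Z-Phe-Ala-diazomethylketone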
Yeast superoxide – yeast age-related superoxide inhibition as caloric restriction mimetic. S. cerevisiae aged cells, superoxide DHE fluorescence; stronger effect = lower value. superoxide response (% of plate mean), % at 10 µM. 330,000 tested, 0.18% active. AID 2690;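 active = superoxide response under a set limit, about three screen SD below normal, cut at about 65% in these data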;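 note: yeast aged for seven days with compound at 30 °C before DHE staining; 100% = average MFI of all compound-treated wells on the plate with controls excluded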
GASC-1 inh – human JMJD2C demethylase inhibition | AID 2099 | Q9H3R0 | 330,000 tested, 0.069% active | inhibition, % at 2.35 µM | GST-JMJD2C(1-420) H3K9me3 demethylation, DELFIA europium;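 active = more than half of a compound's replicate wells show inhibition beyond 50%, single wells judged on their own value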;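 note: signal counts dimethyl H3K9 product captured on neutravidin plate; 0% = median of DMSO wells and 100% = 0.3 times that DMSO median; strong numbers were not always called active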
Target sequence (Q9H3R0 1-420 limits assumed): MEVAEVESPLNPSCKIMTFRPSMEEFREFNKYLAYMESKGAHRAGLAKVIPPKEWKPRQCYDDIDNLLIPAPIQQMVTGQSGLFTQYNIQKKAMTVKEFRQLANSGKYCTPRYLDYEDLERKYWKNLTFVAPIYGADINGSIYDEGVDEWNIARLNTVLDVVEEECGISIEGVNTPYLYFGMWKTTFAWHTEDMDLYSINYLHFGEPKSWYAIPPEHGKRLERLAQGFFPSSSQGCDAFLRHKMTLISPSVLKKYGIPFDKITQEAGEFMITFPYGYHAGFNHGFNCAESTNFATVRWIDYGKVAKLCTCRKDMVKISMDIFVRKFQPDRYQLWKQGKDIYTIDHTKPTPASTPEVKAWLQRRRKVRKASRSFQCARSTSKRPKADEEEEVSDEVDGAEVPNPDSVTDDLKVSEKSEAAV
TPT1 inhibitor – C. albicans TPT1 enzyme inhibition. 300,000 tested, 0.81% active. inhibition, % at 5 µM. recombinant caTPT1, FP RNA substrate dephosphorylation;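 active = inhibition above the mean of all tested compounds plus 3 SD, set per screening campaign, cut at about 24% in these data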;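 note: plate controls were DMSO alone for no effect and ferristatin control at 100 nM for full effect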
PP1 inh – PP1-alpha (human) inhibition in PP5 counter-screen. inhibition, % at 6.7 µM. AID 2235. 320,000 tested, 0.9% active. P62136. purified PP1alpha, OMFP fluorescence;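 active = inhibition above the mean inhibition of all tested compounds plus 3 SD, computed separately for each screening campaign, cut at about 15% in these data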
Target sequence (P62136 whole entry, looked up): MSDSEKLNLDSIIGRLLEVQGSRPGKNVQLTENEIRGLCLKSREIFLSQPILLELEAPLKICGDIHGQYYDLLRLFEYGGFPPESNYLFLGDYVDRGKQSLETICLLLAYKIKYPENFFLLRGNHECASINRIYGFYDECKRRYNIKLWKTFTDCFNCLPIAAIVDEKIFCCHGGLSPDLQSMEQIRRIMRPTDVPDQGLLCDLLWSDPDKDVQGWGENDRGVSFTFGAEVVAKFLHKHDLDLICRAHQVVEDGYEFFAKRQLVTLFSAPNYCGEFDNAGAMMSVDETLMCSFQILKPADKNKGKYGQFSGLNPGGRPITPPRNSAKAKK
core dimer inh – blocks dimerization of HCV core protein | AID 1899 | inhibition, % at 5 µM | 300,000 tested, 0.33% active | TR-FRET GST/Flag-core106 dimerization, 1536-well;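 active = inhibition above the mean of all tested compounds plus 3 SD, set per screening campaign, cut at about 45% in these data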
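assay system = GST-tagged and Flag-tagged HCV core protein residues 1-106 | controls = unlabelled core106 and no-GST-core106 wells | incubation = compound-protein-antibody incubation 4 h at 22.5 °C | probe or stimulus = Eu donor and XL665 acceptor anti-tag antibodies | read-out = % inhibition based on acceptor/donor emission ratio | signal = TR-FRET 671 and 617 nm emission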
PP5 primary – PP5 (human) phosphatase inhibition; purified PP5c, OMFP substrate fluorescence; inhibition, % at 6.7 µM; 320,000 tested, 0.18% active;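 active = inhibition above the campaign's mean inhibition across all tested compounds plus 3 SD, cut at about 9.5% in these data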;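 note: 0% = DMSO only and 100% = 100 µM cantharidin control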
EBNA-1 inh – blocks EBNA-1 binding to DNA | EBNA-1 DNA binding, fluorescence polarization | inhibition, % at 14.8 µM | 300,000 tested, 0.34% active | AID 1950; in the data active = inhibition above about 28%
Active calls of the source: *; . = no result given.

Start of the data: the first 12 entries, ahead of the listing:
SMILES	ZTA counter	CTSL1 counter	Yeast superoxide	GASC-1 inh	TPT1 inhibitor	PP1 inh	core dimer inh	PP5 primary	EBNA-1 inh
Cc1ccc(C(=O)NC(=S)NCCCN2CCOCC2)cc1	-10	-2	125	-3	-1	2	2	2.0	-2
COCCNC(=O)c1ccc(CSCc2cccc(Cl)c2)o1	2	1	106	4	-2	-1	-6	0.5	4
CC1CCN(c2ccc3c(c2)S(=O)(=O)c2cccc(C(=O)NCc4ccc(F)cc4)c2C3=O)CC1	-3	.	97	.	.	8	.	1.5	.
Cc1ccc(OCC(=O)N/N=C/c2cn(C)c3ccccc23)cc1	3	4	98	0	1	-1	1	0.5	-3
Cn1c(CNC(=O)c2ccccc2F)nnc1SCc1ccc(Cl)cc1	3	1	93	2	-1	-1	0	-0.6	-5
COc1cccc(NC(=O)CCC2CCN(C(=O)c3cccc(NC(C)=O)c3)CC2)c1	6	0	93	3	3	-3	2	-1.7	0
Cc1ccc2c(c1)N(C(=O)CCC(=O)NCC(C)c1ccccc1)CC(C)O2 (configuration not stated)	17	5	106	4	2	0	6	1.0	10
Cc1cccc[n+]1C1C(c2ccc([N+](=O)[O-])cc2)C(C#N)=C(C(=C=[N-])C#N)NC1(O)C1CC1 (configuration not stated)	0	1	86	-6	-9	-2	-4	-0.5	-10
COc1ccccc1CNC(=O)COc1ccc2c(c1)CCC2	-1	1	78	3	0	3	3	-2.0	-5
C/C(=N\NC(=O)c1ccccc1F)c1ccc2c(c1)Nc1ccccc1S2	-13	-3	84	-11	4	4	-41	5.1	-9
Cc1ccc(SCc2nc3ccccc3[nH]2)cc1	-10	-1	92	-5	2	-1	-3	4.9	-5
CCc1ccccc1N(CC(=O)NC1CCCCC1)C(=O)CCCC(=O)Nc1ccccn1	3	-5	92	4	0	0	2	2.0	-9

The list itself, from the first entry:
SMILES	ZTA counter	CTSL1 counter	Yeast superoxide	GASC-1 inh	TPT1 inhibitor	PP1 inh	core dimer inh	PP5 primary	EBNA-1 inh
Cc1ccc(C(=O)NC(=S)NCCCN2CCOCC2)cc1	-10	-2	125	-3	-1	2	2	2.0	-2
COCCNC(=O)c1ccc(CSCc2cccc(Cl)c2)o1	2	1	106	4	-2	-1	-6	0.5	4
CC1CCN(c2ccc3c(c2)S(=O)(=O)c2cccc(C(=O)NCc4ccc(F)cc4)c2C3=O)CC1	-3	.	97	.	.	8	.	1.5	.
Cc1ccc(OCC(=O)N/N=C/c2cn(C)c3ccccc23)cc1	3	4	98	0	1	-1	1	0.5	-3
Cn1c(CNC(=O)c2ccccc2F)nnc1SCc1ccc(Cl)cc1	3	1	93	2	-1	-1	0	-0.6	-5
COc1cccc(NC(=O)CCC2CCN(C(=O)c3cccc(NC(C)=O)c3)CC2)c1	6	0	93	3	3	-3	2	-1.7	0
Cc1ccc2c(c1)N(C(=O)CCC(=O)NCC(C)c1ccccc1)CC(C)O2 (configuration not stated)	17	5	106	4	2	0	6	1.0	10
Cc1cccc[n+]1C1C(c2ccc([N+](=O)[O-])cc2)C(C#N)=C(C(=C=[N-])C#N)NC1(O)C1CC1 (configuration not stated)	0	1	86	-6	-9	-2	-4	-0.5	-10
COc1ccccc1CNC(=O)COc1ccc2c(c1)CCC2	-1	1	78	3	0	3	3	-2.0	-5
C/C(=N\NC(=O)c1ccccc1F)c1ccc2c(c1)Nc1ccccc1S2	-13	-3	84	-11	4	4	-41	5.1	-9
Cc1ccc(SCc2nc3ccccc3[nH]2)cc1	-10	-1	92	-5	2	-1	-3	4.9	-5
CCc1ccccc1N(CC(=O)NC1CCCCC1)C(=O)CCCC(=O)Nc1ccccn1	3	-5	92	4	0	0	2	2.0	-9
CCOC(=O)C(NC(=O)c1ccccc1)=C(C)C	2	-1	87	-8	0	1	-3	1.0	1
Cc1ccc(-n2c(SCC(=O)N3Cc4ccccc4CC3C(=O)O)nnc2-c2cccnc2)c(C)c1 (configuration not stated)	-6	-1	103	2	-3	1	0	-4.9	6
Cc1ccc(NC(=O)/C=C\C(=O)O)c([N+](=O)[O-])c1	6	-11	97	18	5	3	-9	1.3	-2
Cc1nnc(NCc2cccc(Cl)c2)c2ccccc12	0	0	86	-1	0	3	9	3.0	0
CCN(CC)C(=O)c1[nH]cnc1C(=O)NCCCCCNC(=O)OC(C)(C)C	12	.	93	-2	.	-6	.	3.4	.
O=C(C1=C[C@H](c2ccc(C(F)(F)F)cc2)C[C@H](OCc2ccc(CO)cc2)O1)N1CCN(Cc2ccc3c(c2)OCO3)CC1	3	3	98	3	0	7	20	3.5	-1
COc1cc2c(cc1OC)C(Cc1ccc(O)cc1)NCC2 (configuration not stated)	15	4	95	9	2	1	5	-1.0	10
COn1c(SCc2cccnc2)nc2ccccc2c1=O	-16	-2	89	0	-6	-4	-4	2.7	-4
CC(C)(C)n1nnnc1C(c1ccncc1)N(Cc1ccccc1)Cc1ccco1 (configuration not stated)	-12	1	93	-1	3	-4	30	1.6	4
CC1(C)Cc2c(sc3nc(-c4ccccc4Cl)n(N)c(=O)c23)CO1	-7	0	97	9	1	-4	-2	0.8	1
O=C(NC(=S)Nc1nc(-c2ccc([N+](=O)[O-])cc2)cs1)c1ccco1	3	5	104	8	2	-1	35	0.0	7
CCC(C)c1ccc(NC(=O)NCc2cccnc2)cc1 (configuration not stated)	-8	-2	93	12	4	-12	-2	4.0	-6
Cc1ccc(S(=O)(=O)N(C)c2ccc(C(=O)Nc3c(C)n(C)n(-c4ccccc4)c3=O)cc2)cc1	-19	-1	109	25	-2	9	-3	0.1	-5
Cc1ccnc(NS(=O)(=O)c2cc(C(F)(F)F)ccc2Cl)c1	-9	-1	107	7	0	-5	0	1.1	-4
CCCN(C(=O)Cc1csc(-c2ccccc2)n1)C1CCS(=O)(=O)C1 (configuration not stated)	8	.	98	11	.	-1	.	-0.4	.
CC1CCN(C(=O)C2CCCN2S(=O)(=O)c2ccc(Cl)cc2)CC1 (configuration not stated)	-12	1	105	0	-4	-1	-2	0.3	6
CC(C)CC(=O)N1CCN(S(=O)(=O)c2ccccc2)CC1	-2	0	96	-9	-2	0	0	2.8	13
COc1ccc(C2/C(=C(\O)c3ccc4c(c3)OCCO4)C(=O)C(=O)N2CCCN(C)C)c(OC)c1 (configuration not stated)	-7	9	92	17	2	-2	8	-0.7	15
Nc1nonc1-n1nncc1-c1ccccc1	16	-1	93	-1	-2	0	-3	0.9	2
Cc1nccc2[nH]c(=O)c(C(=O)NC(C)CCc3ccccc3)cc12 (configuration not stated)	13	4	100	0	-2	1	3	-1.3	-1
CN1C(=O)N(CC(=O)N2CCN(S(=O)(=O)/C=C/c3ccccc3)CC2)C(=O)C12CCCCC2	1	.	111	0	.	0	.	-0.3	.
C/C(=N\NC(=O)c1c(Cl)c(C)nn1C)c1ccc(NC(=O)COc2ccc(Cl)cc2C)cc1	5	1	89	-5	-5	0	14	-1.3	0
Cc1ccc(NC(=O)c2oc3ccccc3c2NC(=O)c2ccc3c(c2)OCO3)cc1	1	-2	98	-55	-1	0	6	1.1	1
CCC(C)(C)NC(=O)c1cc(S(=O)(=O)N2CCc3ccccc32)cn1C	-2	-2	91	-6	-2	-1	0	2.0	5
COc1cccc2[nH]c3c(N4CCCC(C)C4)ncnc3c12 (configuration not stated)	6	3	91	-6	7	-6	-5	4.5	-4
CCn1c(SCC(=O)Nc2sc(C)c(C)c2C#N)nnc1C(C)C	-4	-2	107	-4	-7	0	2	2.4	-18
Cc1cc(C(=O)N2CCCCCC2)cs1	4	-3	99	-5	-1	-3	-1	1.2	3
O=C(COc1ccccc1Cl)N1N=C(c2cccs2)CC1c1ccco1 (configuration not stated)	7	.	138	3	.	8	.	2.5	.
COc1ccc(C(CNC(=O)c2cc3c(s2)CCC(C)C3)N2CCOCC2)cc1 (configuration not stated)	6	.	96	-4	.	-4	.	1.0	.
CC(C)OC(=O)C(C)(C)Oc1ccc(C(=O)c2ccc(Cl)cc2)cc1	1	2	95	-7	-4	-1	11	0.5	1
CCn1nc(C(=O)NCC(c2cccs2)N2CCOCC2)c2ccccc2c1=O (configuration not stated)	-21	-4	106	-1	-1	-3	-5	1.9	4
CCOc1cc(/C=N/NC(=O)c2cccnc2)ccc1OCc1ccc(C(=O)OC)o1	-1	0	103	-4	2	2	2	-0.2	-14
Cc1ccc2nc(-c3ccccn3)cc(C(=O)N3CCN(c4ncccn4)CC3)c2c1	-12	4	107	.	-4	1	8	-0.2	6
Cc1c(C)c2c(OCC(=O)Nc3cccnc3)cc3c(c2oc1=O)CCC(C)(C)O3	6	0	114	-7	-1	-4	1	2.7	-5
CC(=O)Nc1nnc(-c2ccc3c(c2)CCCC3)o1	8	4	93	-16	-2	-1	1	0.5	10
O=C(c1ccc(CS(=O)c2ccccc2Cl)o1)N1CCN(c2ccccn2)CC1 (configuration not stated)	2	0	128	-3	0	-1	9	0.2	13

Three compounds from above, arranged by the number in EBNA-1 inh, highest first.
compound | EBNA-1 inh
Cc1ccc2nc(-c3ccccn3)cc(C(=O)N3CCN(c4ncccn4)CC3)c2c1 | 6
CC(C)OC(=O)C(C)(C)Oc1ccc(C(=O)c2ccc(Cl)cc2)cc1 | 1
CCOc1cc(/C=N/NC(=O)c2cccnc2)ccc1OCc1ccc(C(=O)OC)o1 | -14

The list continues:
SMILES	ZTA counter	CTSL1 counter	Yeast superoxide	GASC-1 inh	TPT1 inhibitor	PP1 inh	core dimer inh	PP5 primary	EBNA-1 inh
CC(C)(C)C1CCc2onc(C(=O)Nc3cccnc3)c2C1 (configuration not stated)	2	4	84	4	-3	-2	1	4.0	4
CCOC(=O)C1=C(CP(=O)(c2ccccc2)c2ccccc2)NC(=O)NC1c1ccc(Cl)cc1 (configuration not stated)	2	2	110	7	-3	2	3	0.4	5
COc1ccc(C2N=C(N)N=C(N)N2c2ccccc2OC)cc1OC (configuration not stated)	-9	4	88	-24	-2	-4	-10	-0.7	2
CSc1nnc(-c2cc3c(-c4ccccc4)nn(C)c3s2)n1C	15	-3	87	-15	-6	-5	8	-0.4	3
CN(C)S(=O)(=O)c1cccc(C(=O)Nc2ccccc2N2CCCCC2)c1	-7	-4	115	1	-3	-3	10	2.8	0
O=C(CSc1nncs1)Nc1ccc2c(c1)OCO2	9	-3	99	-8	3	-2	1	-1.6	0
Cc1ccc2c(c1)N(C(=O)CCC(=O)NCCCN1CCOCC1)CCO2	5	-1	100	-8	1	-2	-6	0.9	-11
COc1ccc(Cl)cc1NC(=O)N1CCN(S(C)(=O)=O)CC1	0	0	95	6	-3	2	-2	8.7	-1
CCOC(=O)/C(C(N)=NCC(C)C)=C(/O)c1ccccc1	-8	3	78	0	2	-1	-5	-0.1	5
